# Screens as filed in PubChem.
# PKA-R2B act = activators of PKA-R2B holoenzyme, primary screen, biochemical, fluorescence polarization, Cy5-IP20, human; PKA-R2B holoenzyme dissociation; R2B truncated from residue 108, S112A mutant; 0% DMSO only, 100% 113 µM cGMP; activation, % at 11.4 µM; 340,000 compounds, 0.079% hits;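 active means activation above a cutoff set at the mean over all compounds plus 3 SD, cut at about 18% in these data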;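 further: higher means more holoenzyme dissociation and a rise in polarization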
# LANA DNA inh = inhibitors of KSHV C-LANA binding to DNA, primary screen, biochemical, fluorescence polarization, FAM-LBS DNA, MBP-C-LANA, single point | Kaposi's sarcoma herpesvirus LANA C-terminal domain (residues 932-1162) DNA binding | inhibition, % at 9 µM | 340,000 compounds, 0.078% hits | AID 504423, 2011;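 active means highest replicate inhibition at or above 60% at 9 µM, even if other replicates fall short; inactive means all replicates below 60% inhibition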;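 further: 0% = neutral control wells and 100% = 4 µM acridine orange control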
# CAL PDZ FP-1 = untagged CAL PDZ binding inhibitors, primary screen, biochemical, fluorescence polarization, HTS | Golgi-associated PDZ and coiled-coil motif-containing protein (Homo sapiens), Q9HD26 | purified CAL PDZ, TMR-peptide fluorescence polarization, 1 h | inhibition, % at 24.9 µM | 300,000 compounds, 0.92% hits | AID 602252, 2012;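 active means mean inhibition of at least 30% with at least half of replicates also reaching 30%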;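 further: 0% = DMSO neutral control and 100% = excess unlabeled competitor peptide PRC23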
# SR-BI DiI-HDL act = activators of SR-BI mediated DiI-HDL uptake, primary screen, ldlA[mSR-BI] CHO cells, DiI fluorescence. 320,000 compounds, 0.096% hits. 3 h; 100 = double the neutral-control signal. activation, % at 12.5 µM;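 active means mean replicate activation of at least 60% and every replicate at or above 60%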;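 further: 0% = median plate neutral-control signal and 100% = twice that signal; values of inactives mirror those of a sister screen read the other way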
#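 Assay system: CHO ldlA[mSR-BI] cells, LDL receptor-null, SR-BI overexpressing; medium: Ham's F12 with 0.5% BSA, HEPES 25 mM, pH 7.4; also added: DiI-HDL 10 µg/mL; timing: 3 h uptake period with compound, 37 °C; signal: DiI fluorescence, bottom read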
# Keap1-Nrf2 PPI = Keap1-Nrf2 protein-protein interaction inhibitors, primary screen, biochemical, fluorescence polarization, single point; Keap1 Kelch-Nrf2 peptide fluorescence polarization, 1536-well; Kelch-like ECH-associated protein 1 (Homo sapiens), Q14145; 340,000 compounds, 0.15% hits; inhibition, % at 9.4 µM; in the data active means inhibition above about 12%;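 further: human Keap1 Kelch domain with fluorescein labeled Nrf2 9mer peptide probe; 0% = neutral control wells and 100% = peptide positive control; higher means more block of Keap1 binding to Nrf2 peptide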
# RTF Ca sens act = cardiac RTF calcium sensitivity activators, primary screen, biochemical, IANBD-TnC fluorescence, EC20 calcium; Troponin I, cardiac muscle (Homo sapiens) + Troponin T, cardiac muscle (Homo sapiens) + …; IANBD-labeled TnC RTF fluorescence at EC20 calcium; 0% EC20 calcium, 100% full calcium; activation, % at 7.2 µM; 340,000 compounds, 0.24% hits; AID 493008, 2010;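 active means activation above the mean over all tested compounds plus 3 SD, cut at about 30% in these data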;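 further: rise in fluorescence read as greater calcium sensitivity of cardiac thin filaments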
# RTF Ca sens inh = cardiac RTF calcium sensitivity inhibitors, primary screen, biochemical, IANBD-TnC fluorescence, EC70 calcium | inhibition, % at 7.15 µM | IANBD-labeled cardiac RTF, Ca2+ fluorescence | 340,000 compounds, 0.12% hits | Troponin I, cardiac muscle (Homo sapiens) + Troponin T, cardiac muscle (Homo sapiens) + …;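 active means inhibition above the mean inhibition of all tested compounds plus 3 SD, cut at about 17% in these data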;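 further: assay run at fixed EC70 calcium of 1.6 mM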
# CAL PDZ FP-2 = CAL PDZ peptide-binding inhibitors, primary screen, biochemical, fluorescence polarization, Cer-tagged CAL PDZ, HTS; Golgi-associated PDZ and coiled-coil motif-containing protein (Homo sapiens), Q9HD26; purified CAL PDZ, TMR-peptide fluorescence polarization, 1 h; inhibition, % at 20 µM; 330,000 compounds, 0.02% hits; AID 504414, 2011;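 active means highest replicate inhibition of at least 40%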;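 further: plate controls were DMSO neutral control wells for no effect and unlabeled competitor peptide control wells for full effect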
#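 Material – purified CerCALP PDZ construct · Detection – FP readout, S and P plane fluorescence · Measure – percent inhibition from loss of millipolarization · Controls – unlabelled peptide for full inhibition, DMSO wells as neutral · Probe or stimulus – TMR-labelled reporter peptide T*-PRC34 bound in PDZ groove · Times – 1 h at RT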
# Rtt109 Vps75 = inhibitors of C. albicans Rtt109/Vps75 HAT, primary screen, biochemical, ThioGlo CoA-SH fluorescence, plate reader | Histone acetyltransferase RTT109 (Candida albicans (strain SC5314 / ATCC MYA-2876)), … | purified Rtt109/Vps75, 4 h | inhibition, % at 34.9 µM | 330,000 compounds, 0.16% hits | AID 540336, 2011;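 active means inhibition of at least 50% in every replicate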
# Target sequence (Q5AAJ8 whole entry, looked up): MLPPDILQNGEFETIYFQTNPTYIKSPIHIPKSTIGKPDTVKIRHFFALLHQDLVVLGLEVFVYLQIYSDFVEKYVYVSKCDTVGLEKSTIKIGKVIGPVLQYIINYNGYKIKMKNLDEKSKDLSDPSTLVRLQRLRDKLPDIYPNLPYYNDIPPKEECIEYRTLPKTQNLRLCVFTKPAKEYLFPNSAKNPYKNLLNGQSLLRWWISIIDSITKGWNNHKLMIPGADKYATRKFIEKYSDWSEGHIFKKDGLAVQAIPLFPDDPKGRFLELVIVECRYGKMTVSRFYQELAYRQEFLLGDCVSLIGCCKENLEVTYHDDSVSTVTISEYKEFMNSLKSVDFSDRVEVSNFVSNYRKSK
# DAGLB inhibitor = DAGLB lipase inhibitors, primary screen, biochemical, fluorescence, HTS. Diacylglycerol lipase-beta (Homo sapiens), Q8NCG7. 340,000 compounds, 0.059% hits. AID 504411, 2011. inhibition, % at 5.17 µM. HEK293T DAGLB membrane lysate, EnzChek fluorogenic substrate; in the data active means inhibition above about 34%;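 further: 0% = enzyme with vehicle and 100% = wells lacking enzyme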
# Target sequence (Q8NCG7 whole entry, looked up): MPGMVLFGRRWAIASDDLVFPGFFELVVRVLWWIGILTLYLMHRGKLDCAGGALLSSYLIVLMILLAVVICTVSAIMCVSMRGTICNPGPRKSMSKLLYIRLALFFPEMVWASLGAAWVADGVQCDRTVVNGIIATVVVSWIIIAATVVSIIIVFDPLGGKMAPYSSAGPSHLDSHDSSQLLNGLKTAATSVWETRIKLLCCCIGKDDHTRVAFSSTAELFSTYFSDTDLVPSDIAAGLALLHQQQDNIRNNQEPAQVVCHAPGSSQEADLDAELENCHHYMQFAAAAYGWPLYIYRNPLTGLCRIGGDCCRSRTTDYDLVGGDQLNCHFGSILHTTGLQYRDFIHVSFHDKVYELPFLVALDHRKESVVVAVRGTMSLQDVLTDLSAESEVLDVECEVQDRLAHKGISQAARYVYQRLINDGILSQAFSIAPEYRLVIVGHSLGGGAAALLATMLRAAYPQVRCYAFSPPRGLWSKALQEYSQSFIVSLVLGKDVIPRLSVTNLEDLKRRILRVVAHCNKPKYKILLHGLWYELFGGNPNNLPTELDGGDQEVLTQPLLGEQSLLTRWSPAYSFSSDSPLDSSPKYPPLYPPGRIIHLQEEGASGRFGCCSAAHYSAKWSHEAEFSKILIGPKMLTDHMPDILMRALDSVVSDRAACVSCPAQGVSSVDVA
# * hit, by the source's call; . = not tested or not shown.
Structure	PKA-R2B act	LANA DNA inh	CAL PDZ FP-1	SR-BI DiI-HDL act	Keap1-Nrf2 PPI	RTF Ca sens act	RTF Ca sens inh	CAL PDZ FP-2	Rtt109 Vps75	DAGLB inhibitor
CCCNC(=O)CN1C(=O)NC(CC)(c2ccc(F)cc2)C1=O (stereo not given)	5	-0.7	-4	15	-1	1	-5	-2.5	-2	-1
COc1cc(COCC(O)CN2CCc3ccccc3C2)cc(OC)c1OC (stereo not given)	-9	-0.2	-1	38	-4	-6	-3	-1.4	.	-2
CC(=O)Nc1ccccc1NC(=O)C/C(C)=N/NC(=O)Cc1cccc2ccccc12	0	-1.5	-5	-19	-4	2	2	-0.4	-8	0
CC(OC(=O)c1cccs1)C(=O)NC1CC1 (stereo not given)	7	1.0	1	15	-3	0	-3	-2.3	-12	-3
CCN(c1ccc(NC(=O)COC(=O)c2ccc(S(=O)(=O)N3CCCC3)cc2)cc1)C(C)C	1	-0.9	0	26	-4	0	-7	-0.8	-6	0
C=CCC[C@H](Cc1ccc(F)cc1)C(=O)OC[C@@H](NC(=O)[C@H](CC=C)CC(=O)NCCO)c1ccccc1	-17	0.0	2	-15	0	3	0	0.2	-2	-3
COc1ccc(C(=O)NCC(C)NC(=O)c2ccc(OC)cc2)cc1 (stereo not given)	0	0.4	4	8	-1	-4	1	-1.2	-2	0
CNC(=O)c1c(NC(=O)C2=COCCO2)sc2c1CCN(C(=O)OC)C2	-9	0.0	-3	-35	-6	-4	-2	-2.1	2	2
CN(c1ccccc1)S(=O)(=O)c1cccc(C(=O)NNC(=O)c2ccncc2)c1	2	-0.4	6	22	-3	-1	4	-0.2	2	0
C=C(C)COc1cc2oc(=O)c(CC(=O)N3C[C@H]4C[C@@H](C3)c3cccc(=O)n3C4)c(C)c2cc1Cl	0	0.9	-2	14	-2	1	-1	-3.5	-4	1
CCC(=O)c1ccc(OCC(=O)OCC(=O)N2c3ccccc3CC2C)cc1 (stereo not given)	-3	0.5	.	-3	1	-10	7	-0.8	-3	10
CCCC12CN3CC(C)(CN(C1)C3c1ccc([N+](=O)[O-])o1)C2=O (stereo not given)	4	-1.5	-2	7	-1	6	-6	0.0	5	-1
CN(Cc1nccs1)C(=O)c1ccc2nc(Cc3ccccc3F)oc2c1	4	0.3	.	.	-4	-5	-1	-0.7	3	-3
O[C@@H]1CN(C2CCN(Cc3ccccc3)CC2)CC[C@H]1N1CCCCCC1	3	3.8	2	11	-5	14	-16	-3.5	4	2
COc1ccc(CN2CCN(C(=O)c3ccc(S(=O)(=O)NCc4ccco4)cc3)CC2)cc1	-5	-0.8	0	-93	1	1	-2	-1.7	29	-2
COC(=O)c1cc([N+](=O)[O-])c(-n2ccnc2)c([N+](=O)[O-])c1	-7	-1.8	0	-18	-6	0	9	-2.8	2	1
COC(=O)COc1cccc2c(=O)n(CC(=O)NCCc3ccc(OC)c(OC)c3)ccc12	-4	-0.6	.	-6	-4	1	-2	-0.3	-4	-2
O=C(NCCC1CCCCN1S(=O)(=O)c1ccccc1)C(=O)Nc1ccc(F)cc1 (stereo not given)	-6	-1.1	-5	-21	1	-3	-1	-1.4	4	-3
COc1cccc(NC(=S)Nc2cccnc2)c1	-11	0.2	-2	14	-3	1	-2	-2.7	0	0
O=C(NCCCN1CCCC1=O)C1CCN(S(=O)(=O)c2ccc(Cl)cc2)CC1	-3	0.8	-7	16	3	3	-2	0.0	2	-2
CCc1nc2sc3c(c2c(=O)n1NC(=O)CCl)CCCC3	-2	0.1	-2	37	-7	1	5	0.1	-2	4
Cc1[nH]c(C)c(S(=O)(=O)N2CCN(c3ccccc3)CC2)c1C(=O)N1CCCC1	7	-0.1	.	12	-6	-4	-6	0.9	10	0
O=C(CS(=O)(=O)Cc1ccccc1)Nc1nc2c(s1)CCCC2	1	0.7	-1	0	-3	3	-4	-2.4	8	2
CCCCOC(=O)Nc1nnc(CCOCC)s1	1	-1.9	-6	23	-6	3	-38	-3.0	2	3
O=C(c1ccc(C(=O)N2CCOCC2)nc1)N1CCOCC1	-8	0.0	-5	19	2	5	-13	-0.7	-20	2
CC(C)n1ncc2c(C(=O)O)cc(C3CC3)nc21	0	2.5	-3	15	2	-3	12	-1.4	5	0
C=CCOc1ccc(C2c3c(oc4ccccc4c3=O)C(=O)N2CCCN2CCOCC2)cc1 (stereo not given)	0	-0.5	-4	-2	-4	-2	-6	-0.6	3	2
Cc1ccc(-c2nc(-c3cccnc3)no2)cc1	-10	1.9	-3	14	-4	12	-8	0.5	1	-9
Cc1cc(NC(=O)CSc2nnc(N)s2)c([N+](=O)[O-])cc1C	-9	-1.0	-4	2	0	-1	-3	-3.1	-6	4
COc1cccc(OC)c1OCCCOc1c(OC)cccc1OC	4	-0.2	-4	-26	-5	-5	4	-2.6	-6	-3
CC(=O)c1cnc(Oc2cc(Cl)ccc2Cl)nc1C	0	-3.0	-3	-8	-3	0	-6	0.4	6	-4
COc1ccc(OCC(O)CN2CCCCCC2)cc1 (stereo not given)	4	-0.1	.	35	-1	-5	1	0.5	-1	0
CCC1(c2ccc(Cl)cc2)NC(=S)N(c2ccccc2)N1 (stereo not given)	-11	0.5	-6	2	-5	-4	-3	-1.0	5	1
COc1ccccc1NC(=O)CC(c1ccc(F)cc1)c1ccco1 (stereo not given)	0	1.0	-1	.	-6	12	-1	0.8	3	-3
COc1ccc(N2CCN(C(c3cc(OC)ccc3OC)c3nnnn3CC3CCCO3)CC2)cc1 (stereo not given)	-4	0.6	-1	-5	-3	2	1	-1.2	.	3
COc1ccc(N(CC(=O)Nc2ccc(C)cc2C)S(=O)(=O)c2c(C)n[nH]c2C)cc1	7	-1.2	-3	-5	-3	0	-1	-2.9	17	0
CCCCNC(=O)C1c2cc(OC)c(OC)cc2C(=O)N(C)C1c1ccc(OC)cc1 (stereo not given)	-4	-1.1	1	23	0	-1	-6	-0.3	-7	-1
Cc1cc(C)c(C#N)c(Nc2cccc(C)c2C)n1	-4	-1.3	83*	-40	-1	-4	7	3.6	-5	-7
Cc1cc(SCC(=O)N2CCCC2=O)nc2ccccc12	-1	-2.5	-2	11	-6	-1	-9	-3.9	-4	0
CC1CCN(S(=O)(=O)c2ccc3c(c2)n(C)c(=O)n3C)CC1	-6	0.4	.	-10	2	-1	0	0.0	-9	-3
NS(=O)(=O)c1cccc(NC(=O)COC(=O)/C=C/c2nc3ccccc3s2)c1	-2	1.5	-3	11	0	4	-13	-0.9	-2	-1
Cc1ccc(S(=O)(=O)NN2C(=O)/C(=C/c3cccc(F)c3)SC2=S)cc1	-3	2.2	33*	12	-5	-4	-4	-5.7	7	22
O=C(NNC(=O)c1ccccc1[N+](=O)[O-])Nc1ccc(Cl)cc1	5	-1.1	-3	11	3	-3	-10	0.0	-8	1
CC(C)(C)C(=O)NC(=S)Nc1sc2c(c1C#N)CCCCC2	-10	-0.7	-4	-10	-2	0	2	0.8	-9	-7
Cc1ccc(S(=O)(=O)Cc2nc3ccccc3c(=O)[nH]2)cc1	1	1.7	-1	.	1	-4	-3	-1.7	-5	0
CC(=O)OC(Cn1nc(C)cc1C)c1ccccc1 (stereo not given)	-8	-1.8	0	3	-3	0	-12	-2.0	0	-4
Cc1ccc(NC(=S)NC(NC(=O)c2ccccc2)C(Cl)(Cl)Cl)c(C)c1 (stereo not given)	0	-0.5	-4	-18	-6	-4	-8	-0.8	9	4
O=C1CCC([N+](=O)[O-])C(c2ccc(-c3ccccc3)cc2)N1 (stereo not given)	6	1.4	-2	22	3	2	-5	-0.5	-6	2
COc1ccccc1CN(C)C(=O)c1ccccc1Sc1ccccc1C#N	-5	0.7	-1	-17	-1	-4	4	-0.2	1	0
CN(C)C(=O)C12CCC(C)(c3nc4ccccc4nc31)C2(C)C (stereo not given)	-12	0.5	.	55	-5	5	-5	-3.5	-1	2
COc1ccc(N(CC(=O)N2CCN(c3ccc(Cl)cc3)CC2)S(=O)(=O)c2c(C)n[nH]c2C)cc1	-8	1.3	.	3	-2	-5	6	-0.7	19	4
CCCc1c(NC(=O)Nc2ccc(Cl)cc2Cl)cnn1-c1ccccc1	.	1.5	1	-6	4	.	.	-0.7	1	.
NS(=O)(=O)c1ccc(CNC(=O)c2cc(-c3cccnc3)nc3ccc(Br)cc23)cc1	11	-1.8	-8	-23	-3	0	2	-0.7	24	-1
O=C(NCCCn1ccnc1)c1cc(C(=O)C2CCCCC2)c[nH]1	-18	1.6	-2	11	-5	-2	-6	-1.0	20	-2
O=C(NC1CCCCC1)C(c1ccc2ncccc2c1)N(Cc1ccc2c(c1)OCO2)C(=O)c1cccs1 (stereo not given)	-5	0.0	-1	-1	-2	6	1	1.3	0	0
Cc1ccc(-c2ccc(CCC(=O)O)n2NC(=O)c2ccc([N+](=O)[O-])cc2)cc1	-3	0.4	-1	7	-4	6	4	0.5	11	1
C=CCC(NCc1ccccc1)c1ccc(C)o1 (stereo not given)	-2	0.0	0	-9	-6	7	-18	-1.8	-2	-8

# Limited to RTF Ca sens inh and PKA-R2B act, for some of the entries so far:
SMILES,RTF Ca sens inh,PKA-R2B act
Cc1ccc(NC(=S)NC(NC(=O)c2ccccc2)C(Cl)(Cl)Cl)c(C)c1 (stereo not given),-8,0
O=C1CCC([N+](=O)[O-])C(c2ccc(-c3ccccc3)cc2)N1 (stereo not given),-5,6
